bovine MsrA act = bovine methionine sulfoxide reductase A activation; purified bovine MsrA, absorbance read-out; activation, % at 10.6 µM; 360,000 compounds, 0.3% hits; AID 602163; in the data active = activation above about 7.5%;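 also: 0% = vehicle and 100% = reference activator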
MsrA inhibitor = bovine MsrA inhibition; purified bovine MsrA, absorbance read-out; inhibition, % at 15.5 µM; 360,000 compounds, 0.75% hits; AID 651718; in the data active = inhibition above about 4.5%;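 also: 0% = vehicle wells with enzyme and 100% = reference inhibitor wells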
PABP1 MLLE inh = blocks PAM2 peptide binding to the PABP1 MLLE domain; P11940; GST-MLLE / FITC-PAM2 fluorescence polarization; inhibition, % at 20 µM; 360,000 compounds, 0.36% hits; in the data active = inhibition above about 35%, passing the limit was not always enough;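 also: plate controls were DMSO wells with GST-MLLE for no effect and wells lacking GST-MLLE protein for full effect; some results filed as inactive read as strong as hits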
eLon inh = inhibits E. coli Lon protease | AID 602123 | inhibition, % at 7.94 µM | 360,000 compounds, 0.42% hits | purified E. coli Lon protease, fluorescence polarization; in the data active = inhibition above about 13%, passing the limit was not always enough;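 also: 0% = enzyme with probe and DMSO and 100% = no enzyme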
Tb MetRS inh = Trypanosoma brucei MetRS inhibition; purified T. brucei MetRS, ATP depletion, Kinase-Glo luminescence; inhibition, % at 11.9 µM; 360,000 compounds, 0.4% hits;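 active = inhibition above a per-plate cutoff of the control wells' mean inhibition plus 3 SD, cut at about 5.5% in these data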;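 also: 0% = DMSO wells median and 100% = median of wells with control inhibitor compound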
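technique = Kinase-Glo luminescence, ATP depletion format | system = purified MetRS (methionyl-tRNA synthetase) enzyme from Trypanosoma brucei | timing = 15 min preincubation, 2 h reaction, all 25 °C | evaluation = percent inhibition versus plate control medians | dosing = single dose, 11.9 µM final nominal, 0.9% final DMSO | also added = substrates ATP, L-methionine and bulk Escherichia coli tRNA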
Rin1 Abl inh = inhibitors of human Rin1-Abl protein interaction | TR-FRET Rin1/Abl binding, biochemical | AID 588664 | 360,000 compounds, 0.4% hits | P00519+Q13671 | inhibition, % at 7.35 µM; in the data active = inhibition above about 5%, passing the limit was not always enough
CSN inh = CSN deneddylation inhibition | Q92905 | Purified CSN, SCF-Nedd8-OG deneddylation, fluorescence polarization | inhibition, % at 12.5 µM | 360,000 compounds, 0.38% hits | AID 651999;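 active = pattern-corrected inhibition above about 35%, with an unprinted fluorescence ratio check between 0.5 and 1.5, limit read from the data, passing the limit was not always enough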;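 also: 0% = enzyme with substrate and 100% = substrate without enzyme; some results filed as inactive read as strong as hits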
Target sequence (Q92905 whole entry, looked up, one chain of several): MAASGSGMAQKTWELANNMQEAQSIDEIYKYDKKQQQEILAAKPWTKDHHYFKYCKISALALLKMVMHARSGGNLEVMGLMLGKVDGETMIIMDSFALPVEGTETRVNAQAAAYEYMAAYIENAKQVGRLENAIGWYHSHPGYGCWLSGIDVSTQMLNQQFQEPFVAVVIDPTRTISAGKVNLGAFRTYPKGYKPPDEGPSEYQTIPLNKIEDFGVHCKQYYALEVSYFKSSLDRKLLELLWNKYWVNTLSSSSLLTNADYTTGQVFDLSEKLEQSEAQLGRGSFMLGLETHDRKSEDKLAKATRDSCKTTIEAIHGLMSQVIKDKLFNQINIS
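Detection – fluorescence polarization · System – HEK293T-derived human Csn5 enzyme · Controls – substrate-only high control, full reaction low control · Timing – 90 min, room temperature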
Neddyl block = cullin neddylation inhibition; TR-FRET cullin neddylation, biochemical; calls only at 25 µM; 360,000 compounds, 0.58% hits; AID 651699; in the data active = inhibition above about 36%
Target sequence (P61081 whole entry, looked up): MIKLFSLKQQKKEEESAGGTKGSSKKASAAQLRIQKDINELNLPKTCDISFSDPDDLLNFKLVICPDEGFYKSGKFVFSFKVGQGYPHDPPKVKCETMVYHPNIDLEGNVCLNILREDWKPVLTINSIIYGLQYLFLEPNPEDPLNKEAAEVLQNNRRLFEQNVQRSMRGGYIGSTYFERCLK
Target sequence (Q13564 whole entry, looked up): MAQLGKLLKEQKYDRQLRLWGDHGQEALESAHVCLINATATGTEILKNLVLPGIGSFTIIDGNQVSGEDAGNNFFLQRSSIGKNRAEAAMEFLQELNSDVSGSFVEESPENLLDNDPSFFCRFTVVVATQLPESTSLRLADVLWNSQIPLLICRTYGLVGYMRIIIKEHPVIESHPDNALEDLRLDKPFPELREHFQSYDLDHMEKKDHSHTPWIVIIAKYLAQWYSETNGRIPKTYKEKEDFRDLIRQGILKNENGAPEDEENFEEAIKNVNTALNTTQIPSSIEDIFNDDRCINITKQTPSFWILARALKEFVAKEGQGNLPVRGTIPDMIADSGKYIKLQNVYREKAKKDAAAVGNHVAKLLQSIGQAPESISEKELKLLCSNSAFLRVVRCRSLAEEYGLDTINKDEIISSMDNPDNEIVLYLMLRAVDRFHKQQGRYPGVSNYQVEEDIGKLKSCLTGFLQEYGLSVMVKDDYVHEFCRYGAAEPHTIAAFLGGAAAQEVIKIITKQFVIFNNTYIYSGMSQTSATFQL
FAS-TE inh = inhibitors of human fatty acid synthase thioesterase domain | inhibition, % at 15 µM | recombinant FAS-TE, OMFH fluorogenic substrate, fluorescence endpoint | AID 602261 | 360,000 compounds, 0.67% hits;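 active = compounds whose normalised, plate-corrected inhibition of enzyme fluorescence in the single-dose primary screen is 50% or more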;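 also: 0% = DMSO with enzyme and 100% = substrate without enzyme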
* = called active by the depositor; i = inactive; · = no result given.

SMILES | bovine MsrA act | MsrA inhibitor | PABP1 MLLE inh | eLon inh | Tb MetRS inh | Rin1 Abl inh | CSN inh | Neddyl block | FAS-TE inh
Cc1ccc(C2(C)NC(=O)N(CC(=O)NC(=O)NC(C)C)C2=O)cc1 (stereo not drawn) | -3 | -0.2 | 9 | 3 | -0.1 | 0 | 2 | i | -4
CCN(CC(=O)Nc1ccc2c(c1)OCCO2)C(=O)/C=C/c1ccc(OC)cc1OC | -5 | 1.2 | -4 | 4 | -0.3 | -7 | -6 | i | 4
O=C(NCCCN1CCOCC1)c1cn(-c2ccccc2)nc1-c1ccc(Br)cc1 | 0 | -0.8 | 7 | -1 | -0.4 | -3 | -1 | i | 8
COc1ccc(CCNC(=O)c2cccc(Br)c2)cc1OC | -2 | 0.9 | 15 | 7 | -1.5 | -2 | 2 | i | -4
Cc1ccc(-c2nnc(SCC(=O)N3CCOCC3)nc2-c2ccc(C)cc2)cc1 | 0 | 1.1 | -15 | 0 | -0.3 | -7 | -4 | i | 8
CCN1C(=O)[C@H]2[C@H]3CN=C(SCc4ccc(C(=O)OC)cc4)N3[C@@](Cc3ccccc3)(C(=O)OC)[C@H]2C1=O | -1 | -0.3 | 2 | 3 | 0.1 | 1 | -2 | i | 14
COc1cc(/C=N/NS(=O)(=O)c2ccc(C)cc2)ccc1OCc1ccc(C(=O)O)cc1 | 1 | 0.2 | -48 | 1 | 0.1 | 0 | 0 | i | -10
CCn1nc(C(=O)NCc2ccco2)c(Cl)c1Cl | -7 | -1.2 | -1 | -3 | -0.6 | 3 | -3 | i | -11
O=C(NCCCN1CCN(Cc2ccccc2)CC1)C1CCN(c2nnc(-n3cccc3)s2)CC1 | 1 | 0.2 | -1 | 7 | -1.0 | -5 | -8 | i | -4
CCN(CC(O)COc1ccc(OCC(O)CN(CC)C2CCCCC2)cc1)C1CCCCC1 (stereo not drawn) | 1 | 0.9 | -1 | -7 | -0.2 | 0 | 2 | i | -10
CCOc1ccc(NC(=O)CN(C)C(=O)Cn2c(=O)oc3ccccc32)cc1OCC | -1 | -0.4 | -3 | 1 | -0.4 | 3 | -3 | i | -6
COC(=O)c1ccccc1NC(=O)c1ccccc1NS(C)(=O)=O | -6 | 0.9 | 5 | 1 | -1.0 | 3 | 5 | i | 1
CN1C(C)(C)c2ccccc2OS1(=O)=O | -2 | -0.5 | 15 | -8 | 0.3 | 0 | -4 | i | -2
COc1ccc(C(=O)NC2CCN(C(=S)Nc3ccc(C)c(C)c3)CC2)cc1 | -1 | -0.8 | -113 | -12 | -0.1 | -2 | 1 | i | -7
Cc1cccc(C)c1NC(=O)CN(C)C(=O)c1ccccc1Sc1ccccc1C#N | -4 | -0.2 | 24 | 3 | -0.4 | 0 | 2 | i | -4
O=C(NCc1ccncc1)C1CCC(=O)N(CCc2ccc(Cl)cc2)C1 (stereo not drawn) | 2 | 0.4 | 0 | -2 | -0.1 | 2 | -2 | i | -4
COc1cccc(CN2CCSCC2)c1OC | 0 | 0.4 | 6 | -8 | -0.7 | 0 | 3 | i | -5
CCOC(=O)C1C(=O)OC2(CCCCC2)C1C(=O)OCC (stereo not drawn) | -13 | 1.0 | 4 | -2 | -1.9 | 6 | 2 | i | -5
CCCOc1ccc(C(=O)OCC(=O)c2c(N)n(C)c(=O)n(C)c2=O)cc1OC | -2 | -1.9 | -27 | -13 | 1.4 | 3 | 6 | i | -5
Cn1c(=O)c2sccc2n2c(CCCC(=O)NC3CCN(Cc4ccccc4)CC3)nnc12 | 0 | 0.2 | 4 | 4 | 0.4 | -2 | -1 | i | -1
Cc1ccc(NC(=O)Cn2cccc2)cc1C | -2 | -0.6 | 4 | -1 | -0.3 | -2 | -1 | i | -6
O=C(NCc1ccccc1)c1onc(CS(=O)(=O)c2ccc(Cl)cc2)c1C(=O)NCc1ccccc1 | -1 | 0.0 | 8 | 14 | -0.2 | -1 | 2 | i | -8
Cc1ccc(CN2CC(C(=O)NCC(=O)Nc3c(C)cccc3C)CC2=O)cc1 (stereo not drawn) | 0 | 0.8 | 14 | -7 | -0.1 | 0 | -2 | i | -6
COc1cccc(C2NC(=O)NC(C)=C2C(=O)Nc2ccc(C)cc2)c1 (stereo not drawn) | -1 | -0.9 | -13 | -3 | 0.4 | -2 | 9 | i | 1
N#Cc1cc([N+](=O)[O-])ccc1NC(=O)COC(=O)C1CC2CCCC(C1)C2=O (stereo not drawn) | -11 | 1.3 | 3 | -3 | -0.1 | 2 | 2 | i | 6
O=C(NCCc1nc(-c2ccc(F)cc2)no1)c1ccc(F)cc1 | -6 | 0.0 | -4 | -11 | -0.2 | 2 | -1 | i | -8
c1ccc(-c2cnc(C3CCCCC3)o2)cc1 | -4 | 0.5 | 2 | -1 | -0.5 | 2 | -3 | i | 22
O=C(CCn1nnnc1CN1CCOCC1)N1CCC(c2ccccc2Cl)C1 (stereo not drawn) | -3 | -0.5 | -11 | -2 | -0.3 | -1 | -1 | i | -3
Cc1cccc(N2CCN(C(=O)c3ccccc3OCc3c(C)noc3C)CC2)c1C | -5 | -0.8 | 12 | 0 | -0.2 | 0 | 0 | i | 9
O=C(NCC(c1ccco1)N1CCCC1)c1cccc(S(=O)(=O)Nc2ccc(Br)cc2)c1 (stereo not drawn) | 2 | -0.4 | -12 | -10 | 0.0 | 1 | -1 | i | -5
COc1ccc(S(=O)(=O)Nc2nnc(CC(C)(C)C)s2)cc1 | 2 | 1.5 | 32 | 0 | -0.2 | -2 | -5 | i | -4
C=CCNC(=O)C1(c2ccccc2)CC1(Cl)Cl (stereo not drawn) | -1 | -0.3 | -6 | -9 | -0.2 | 2 | -3 | i | -7
CC(=O)c1sc2nc(-c3ccc(C)cc3)c3c(c2c1N)CCCC3 | -3 | 0.3 | 23 | -3 | -0.4 | -11 | 8 | · | 26
CC(=O)n1cc([C@@H]2C=C(C(=O)N3CCN(Cc4ccc5c(c4)OCO5)CC3)O[C@H](OCc3ccc(CO)cc3)C2)c2ccccc21 | -2 | 0.3 | -1 | -4 | 0.5 | 2 | 1 | i | 27
CC(Sc1nc2ccccc2s1)C(=O)NC1CCCc2ccccc21 (stereo not drawn) | -2 | -0.8 | 1 | -7 | 0.2 | 0 | 1 | i | 10
CCOc1ccc(NC(=O)C(=O)NCCCn2ccnc2)cc1 | -1 | -0.1 | 10 | 10 | -0.5 | -5 | 2 | i | -7
Cc1ccc(C(=O)N/C(=C\c2ccc(-c3ccc(Br)cc3)o2)C(=O)NC2CCS(=O)(=O)C2)cc1 (stereo not drawn) | -13 | 1.9 | -8 | 0 | -0.9 | 1 | -10 | · | -17
Cc1ccc(-n2c(C)cc(C3=NNC(=NC4CC4)SC3)c2C)cc1C | -2 | 3.1 | -19 | -4 | -0.3 | 2 | -1 | i | -10
Cc1cc(N2CCN(C)CC2)nc2ccc(NC(=O)c3ccc(Br)o3)cc12 | 0 | 1.5 | -7 | -4 | -0.2 | -3 | 3 | i | 0
COc1ccc(CC(=O)NCC(=O)NCc2cc(=O)n(C)c(=O)n2C)cc1 | -2 | -0.7 | 4 | -6 | -0.1 | 3 | 4 | i | -6

Fetched one by one from the list above (6):
SMILES | bovine MsrA act | MsrA inhibitor | PABP1 MLLE inh | eLon inh | Tb MetRS inh | Rin1 Abl inh | CSN inh | Neddyl block | FAS-TE inh
C=CCNC(=O)C1(c2ccccc2)CC1(Cl)Cl (stereo not drawn) | -1 | -0.3 | -6 | -9 | -0.2 | 2 | -3 | i | -7
c1ccc(-c2cnc(C3CCCCC3)o2)cc1 | -4 | 0.5 | 2 | -1 | -0.5 | 2 | -3 | i | 22
CCOc1ccc(NC(=O)C(=O)NCCCn2ccnc2)cc1 | -1 | -0.1 | 10 | 10 | -0.5 | -5 | 2 | i | -7
Cc1cccc(N2CCN(C(=O)c3ccccc3OCc3c(C)noc3C)CC2)c1C | -5 | -0.8 | 12 | 0 | -0.2 | 0 | 0 | i | 9
O=C(NCC(c1ccco1)N1CCCC1)c1cccc(S(=O)(=O)Nc2ccc(Br)cc2)c1 (stereo not drawn) | 2 | -0.4 | -12 | -10 | 0.0 | 1 | -1 | i | -5
Cc1cc(N2CCN(C)CC2)nc2ccc(NC(=O)c3ccc(Br)o3)cc12 | 0 | 1.5 | -7 | -4 | -0.2 | -3 | 3 | i | 0

Additional compounds:
SMILES | bovine MsrA act | MsrA inhibitor | PABP1 MLLE inh | eLon inh | Tb MetRS inh | Rin1 Abl inh | CSN inh | Neddyl block | FAS-TE inh
O=C(Nc1ccc(NC(=O)c2ccco2)nc1)c1ccccn1 | -3 | 2.7 | -5 | -1 | -1.3 | -3 | 4 | i | -5
Cc1cc(C)c(C)c(S(=O)(=O)N2CCC(C(=O)NCc3cccs3)CC2)c1C | -3 | -0.1 | 8 | -6 | -0.4 | 1 | 4 | i | 9
C=CCSc1nc(-c2ccc3c(c2)OCO3)cc(C(F)(F)F)c1C#N | -4 | -0.3 | -5 | 1 | -0.8 | -3 | 6 | i | 22
Cc1ccc(S(=O)(=O)N2C[C@H]3[C@H]4C(=O)N(c5ccccc5)C(=O)[C@H]4C[C@H](OC(=O)NC4CC4)[C@@]3(O)C2)cc1 | -1 | 0.4 | 9 | 5 | -1.2 | -1 | 0 | i | -2
CCc1cc(=O)oc2cc3occ(C)c3cc12 | -5 | 0.8 | 2 | -10 | -0.7 | 11* | -9 | · | -1
Cc1ccc(NC(=O)CC(C)S(=O)(=O)c2ccc3c(c2)NC(=O)CO3)c(Cl)c1 (stereo not drawn) | -3 | -0.3 | -5 | -5 | 0.5 | 2 | -1 | i | -5
COCCCN(C(=S)NC(=O)c1ccc(Br)cc1)c1c(N)n(Cc2ccccc2)c(=O)[nH]c1=O | -1 | -0.3 | 24 | 5 | -0.5 | 2 | 2 | i | -3
CC(C)CCNC(=O)CCCC1=NS(=O)(=O)c2ccccc2N1 | 0 | -1.6 | -2 | -15 | 0.3 | -3 | -3 | i | -14
CCC(C)C(=O)Nc1ccc([N+](=O)[O-])cc1OC (stereo not drawn) | 0 | 0.5 | 9 | 9 | -0.2 | -4 | 2 | i | 4
COc1ccc(C(=O)NCC2CCCCC2)cc1S(=O)(=O)N1CCCC1 | -2 | 0.9 | 1 | 4 | 0.1 | 3 | 4 | i | -4
Cc1ccc(P(=O)(CO)c2ccc(C)cc2)cc1 | -4 | 1.4 | 2 | -7 | -0.9 | 0 | 4 | i | -9
Cc1cc(NC(=O)c2ccc(F)cc2)n(-c2ccccn2)n1 | -2 | 1.1 | -23 | -6 | 0.3 | 5 | 4 | i | 18
CC1=C(C(=O)Nc2ccccc2)C(c2ccccc2)N2C(=O)CSC2=N1 (stereo not drawn) | -2 | 0.0 | 3 | -3 | 0.1 | 1 | 2 | i | -30
Cc1nc(S(=O)(=O)Nc2ccc3c(c2)OCCO3)cn1C | -3 | -0.6 | -1 | -4 | -0.1 | 1 | -2 | i | -6
Cc1nn(-c2ccccc2)c(C)c1NC(=O)Cc1cccs1 | -6 | -0.7 | 14 | 0 | -0.4 | -2 | 2 | i | -3
O=C(Cc1cccs1)Nc1nnc(SCC(=O)N2CCCCC2)s1 | -2 | 0.5 | -5 | 0 | 0.2 | 4 | -2 | i | -8
Cc1cccc(NC(=O)CN2C(=O)N/C(=C/c3cc(C)n(-c4ccncc4)c3C)C2=O)c1 | -4 | 1.2 | -13 | -1 | -0.1 | -1 | 9 | i | -12
O=C(COC(=O)Cc1ccc(Br)cc1)NCc1ccc(F)cc1 | -3 | 0.5 | 14 | -2 | -0.1 | 0 | 3 | i | 4
CCOc1ccc(NC(=O)CN(C)C(=O)c2cccnc2SC)cc1OCC | -2 | 0.7 | -4 | 7 | -0.3 | 2 | -2 | i | -2

Compound activity (PubChem BioAssay)

Random draw from the library; about 4% have a hit in one of these screens.
